Ba/F3 V617F tox – loss of viability in JAK2V617F-driven Ba/F3 cells; inhibition, % at 5.6 µM; actives 1.1% (n = 220,000); Ba/F3 EpoR-JAK2V617F viability, ATP luminescence;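 active means inhibition above the campaign mean plus 3 SD over all tested compounds, cut at about 24% in these data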;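 further: cytokine-independent growth of Ba/F3 cells driven by EpoR plus mutant JAK2; 0% = DMSO-treated cells and 100% = JAK inhibitor I control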
TRPML3 ag – agonists of human TRPML3 channel; Q8TDD5; HEK293 TRPML3-YFP, Fluo-8 calcium fluorescence; 100% = the carbachol control signal; activation, % at 3 µM; actives 0.29% (n = 220,000);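 active means activation above its plate's cutoff, the mean activation of the plate's test wells plus 3 SD, cut at about 12% in these data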;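 further: 0% = DMSO only wells and 100% = carbachol wells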
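Material: TRPML3-YFP stable HEK293 cells | Dosing: One concentration, 3 µM nominal, 0.3% DMSO | Timing: 125 s total fluorescence read per well | Technique: Fluo-8 calcium dye fluorescence, ex 470-495, em 515-575 nm | Measure: Percent activation from peak-to-basal fluorescence ratio, scaled between DMSO and carbachol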
S1P4 ag – human S1P4 receptor agonism; S1P4-expressing cell line, agonist reporter assay; O95977; AID 1509; actives 0.35% (n = 220,000); activation, % at 4.98 µM; in the data active means activation above about 11%;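 further: 0% = DMSO vehicle and 100% = reference agonist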
Target sequence (O95977 whole entry, looked up): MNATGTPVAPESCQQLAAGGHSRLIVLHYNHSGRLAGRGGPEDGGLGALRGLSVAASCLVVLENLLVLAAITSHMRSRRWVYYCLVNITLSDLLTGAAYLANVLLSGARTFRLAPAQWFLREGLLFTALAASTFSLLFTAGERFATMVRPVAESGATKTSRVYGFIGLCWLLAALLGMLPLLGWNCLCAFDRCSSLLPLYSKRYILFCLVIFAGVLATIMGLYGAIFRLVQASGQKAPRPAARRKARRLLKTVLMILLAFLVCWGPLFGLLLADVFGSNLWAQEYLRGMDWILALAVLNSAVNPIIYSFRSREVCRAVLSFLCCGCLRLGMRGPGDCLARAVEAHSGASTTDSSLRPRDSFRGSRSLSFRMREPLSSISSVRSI
S1P4 antag – human S1P4 receptor antagonism. O95977. S1P4-expressing cells, antagonist mode, reporter read-out. inhibition, % at 4.98 µM. actives 0.26% (n = 220,000). AID 1510; in the data active means inhibition above about 29%;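 further: 0% = wells stimulated with agonist and 100% = vehicle wells without agonist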
PERK inh – blocks human PERK kinase | CHO PERK-DD fusion, SEAP luminescence translation reporter | inhibition, % at 5.6 µM | actives 0.17% (n = 220,000);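 active means inhibition above the mean inhibition of all tested compounds plus 3 SD, set separately per screening campaign, cut at about 2.9% in these data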;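 further: PERK kinase domain activated by AP20187 dimerizer at 100 nM; 0% = DMSO with dimerizer and 100% = rapamycin at 8.4 µM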
Calpain2 inh – blocks pig calpain II enzyme activity; purified calpain II, fluorogenic peptide substrate, 30 min; inhibition, % at 16 µM; actives 0.37% (n = 220,000); AID 1236;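 active means inhibition above about 50%, limit read from the data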
EP2 mod – modulators of human EP2 prostaglandin E2 receptor | induction, % at 25 µM | EP2-expressing cells, cAMP HTRF FRET, PGE2 co-stimulation | actives 0.83% (n = 260,000) | P43116;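 active means compounds whose cAMP rise, as percent of the full-agonist control response, exceeds 60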;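 further: rat C6 glioma line stably carrying human EP2 under a CMV promoter; the protocol text gives 20 µM as final concentration; 100% = response of wells given 1 µM PGE2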
Target sequence (P43116 whole entry, looked up): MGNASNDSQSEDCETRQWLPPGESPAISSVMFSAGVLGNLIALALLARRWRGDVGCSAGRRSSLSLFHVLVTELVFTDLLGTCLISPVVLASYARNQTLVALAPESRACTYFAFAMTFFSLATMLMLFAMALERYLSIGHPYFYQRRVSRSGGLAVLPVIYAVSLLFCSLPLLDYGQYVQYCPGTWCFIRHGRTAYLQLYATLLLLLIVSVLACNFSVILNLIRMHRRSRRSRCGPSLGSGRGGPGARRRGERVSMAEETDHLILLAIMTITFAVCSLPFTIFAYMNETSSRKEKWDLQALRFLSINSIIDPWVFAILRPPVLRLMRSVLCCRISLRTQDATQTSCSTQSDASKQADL
BaF3 tox – parental Ba/F3 viability inhibition as JAK2V617F counter-screen | CellTiter-Glo ATP luminescence | inhibition, % at 5.6 µM | actives 1.1% (n = 220,000) | AID 1486;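 active means inhibition above a per-campaign cutoff, the mean inhibition of all tested compounds plus 3 SD, cut at about 27% in these data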;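 further: 0% = DMSO wells and 100% = JAK Inhibitor I control wells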
TRPN1 ag – activates the zebrafish TRPN1 channel; HEK293 zebrafish TRPN1-YFP, Fluo-8 calcium fluorescence; 100% = response to 87 µM carbachol; activation, % at 3 µM; actives 0.18% (n = 220,000); AID 1424;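 active means activation above its plate's cutoff, the mean activation of test wells on that plate plus 3 SD, cut at about 19% in these data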;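 further: 0% = DMSO alone and 100% = 87 µM carbachol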
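Material: zebrafish TRPN1-YFP in HEK293 cells. Doses: one dose of 3 µM, 0.3% DMSO. Incubation: dye 1 h 37 °C plus 30 min RT. Measured by: intracellular calcium fluorescence with Fluo-8.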
Active calls of the source: *; i = inactive.

1: Cc1ccc(C)n1-c1ccc(N2CCOCC2)c([N+](=O)[O-])c1
2: CCOC(=O)c1ccc(NC(=O)N2CCOCC2)cc1
3: CC(=O)c1cccc(NC(=O)N2CCCc3ccccc32)c1
4: CCCCN(C)C(=O)c1cc2cc([N+](=O)[O-])cc(OC)c2oc1=O
5: CCN(CC)N=Nc1ccc(C(=O)O)cc1
6: Cc1cccc2sc(NC(=O)c3ccc(OCC4CCCO4)cc3)nc12 (stereo not given)
7: Cc1onc(-c2c(Cl)cccc2Cl)c1C(=O)NCCc1ccc(S(N)(=O)=O)cc1
8: N#Cc1cccc(-n2nnnc2-c2ccc3c(c2)OCO3)c1
assay / entry,1,2,3,4,5,6,7,8
Ba/F3 V617F tox,-5.6,0.2,-3.2,1.4,0.1,0.7,-4.2,-1.7
TRPML3 ag,0.3,1.2,0.6,-0.1,-0.2,2.2,0.2,0.0
S1P4 ag,0.4,-0.3,-0.1,0.8,-0.8,2.2,0.1,-1.6
S1P4 antag,-8.3,16.1,5.5,-12.7,-15.9,-7.5,-1.1,3.9
PERK inh,1.9,0.6,1.7,-0.1,1.8,0.8,-0.8,0.7
Calpain2 inh,5.9,-23.9,-13.6,-1.7,-0.1,-3.0,12.4,-20.7
EP2 mod,4.7,-6.3,-4.5,9.2,-8.9,-38.8,5.7,19.4
BaF3 tox,1.4,2.9,1.1,4.1,5.6,8.0,0.5,4.5
TRPN1 ag,-0.9,0.9,1.4,0.3,-0.1,1.8,-1.0,0.9

9: CCN(CC)c1ccc2c(C)c(CO)c(=O)oc2c1
10: COCCNC(=O)C(c1ccco1)N(C(=O)Cn1nnc2ccccc21)c1ccc(C)cc1C (stereo not given)
11: CCOC(=O)CCc1c(C)nc2ncnn2c1C
12: COc1ccccc1N1CCN(C(=O)c2cc3c(-c4ccc(Cl)cc4)nn(C)c3s2)CC1
13: COc1ccc(Br)cc1-c1nc(C)c(C(C)=O)n1O
14: Cc1cccc(CSCCNC(=S)Nc2ccccc2)c1
15: Cc1c(Br)cc(C(=O)NCc2ccco2)c(C)c1C
16: CC(Sc1nnc(-c2cc3ccccc3o2)n1-c1ccccc1)C(=O)O (stereo not given)
assay / entry,9,10,11,12,13,14,15,16
Ba/F3 V617F tox,2.3,-0.6,-5.2,-2.9,-3.0,0.1,0.8,1.6
TRPML3 ag,-0.1,0.2,0.9,0.5,-0.2,-0.4,0.1,0.6
S1P4 ag,7.4,1.2,-0.1,-2.3,0.6,-0.3,-1.0,-1.3
S1P4 antag,-25.2,-12.4,10.7,-7.5,-7.7,-10.0,-22.2,-16.7
PERK inh,-0.6,-0.6,0.3,0.9,0.9,1.3,-1.1,0.4
Calpain2 inh,i,15.8,4.6,-32.8,-4.1,-4.5,-51.6,34.9
EP2 mod,-8.6,-5.3,-9.2,-24.2,-2.6,-86.6,-10.0,9.8
BaF3 tox,2.8,5.0,9.7,0.1,2.6,4.6,4.9,4.8
TRPN1 ag,-0.9,-0.5,1.7,-0.4,-0.7,-0.5,-1.1,-0.7

Full records as entered above:
`Cc1c(Br)cc(C(=O)NCc2ccco2)c(C)c1C` across the screens: Ba/F3 V617F tox: 0.8; TRPML3 ag: 0.1; S1P4 ag: -1.0; S1P4 antag: -22.2; PERK inh: -1.1; Calpain2 inh: -51.6; EP2 mod: -10.0; BaF3 tox: 4.9; TRPN1 ag: -1.1
`CCN(CC)c1ccc2c(C)c(CO)c(=O)oc2c1` across the screens: Ba/F3 V617F tox: 2.3; TRPML3 ag: -0.1; S1P4 ag: 7.4; S1P4 antag: -25.2; PERK inh: -0.6; Calpain2 inh: i; EP2 mod: -8.6; BaF3 tox: 2.8; TRPN1 ag: -0.9

Arranged by formula weight (low to high): 10 of the compounds above
5: CCN(CC)N=Nc1ccc(C(=O)O)cc1
11: CCOC(=O)CCc1c(C)nc2ncnn2c1C
9: CCN(CC)c1ccc2c(C)c(CO)c(=O)oc2c1
14: Cc1cccc(CSCCNC(=S)Nc2ccccc2)c1
15: Cc1c(Br)cc(C(=O)NCc2ccco2)c(C)c1C
4: CCCCN(C)C(=O)c1cc2cc([N+](=O)[O-])cc(OC)c2oc1=O
6: Cc1cccc2sc(NC(=O)c3ccc(OCC4CCCO4)cc3)nc12 (stereo not given)
7: Cc1onc(-c2c(Cl)cccc2Cl)c1C(=O)NCCc1ccc(S(N)(=O)=O)cc1
10: COCCNC(=O)C(c1ccco1)N(C(=O)Cn1nnc2ccccc21)c1ccc(C)cc1C (stereo not given)
12: COc1ccccc1N1CCN(C(=O)c2cc3c(-c4ccc(Cl)cc4)nn(C)c3s2)CC1
assay / entry,5,11,9,14,15,4,6,7,10,12
Ba/F3 V617F tox,0.1,-5.2,2.3,0.1,0.8,1.4,0.7,-4.2,-0.6,-2.9
TRPML3 ag,-0.2,0.9,-0.1,-0.4,0.1,-0.1,2.2,0.2,0.2,0.5
S1P4 ag,-0.8,-0.1,7.4,-0.3,-1.0,0.8,2.2,0.1,1.2,-2.3
S1P4 antag,-15.9,10.7,-25.2,-10.0,-22.2,-12.7,-7.5,-1.1,-12.4,-7.5
PERK inh,1.8,0.3,-0.6,1.3,-1.1,-0.1,0.8,-0.8,-0.6,0.9
Calpain2 inh,-0.1,4.6,i,-4.5,-51.6,-1.7,-3.0,12.4,15.8,-32.8
EP2 mod,-8.9,-9.2,-8.6,-86.6,-10.0,9.2,-38.8,5.7,-5.3,-24.2
BaF3 tox,5.6,9.7,2.8,4.6,4.9,4.1,8.0,0.5,5.0,0.1
TRPN1 ag,-0.1,1.7,-0.9,-0.5,-1.1,0.3,1.8,-1.0,-0.5,-0.4

Next results
17: CSc1nc(C)cc(/C=C\c2ccccc2)c1C#N
18: CC1(C)C(=O)OC(c2cccn2-c2ccc([N+](=O)[O-])cc2)C(C)(C)C1=O (stereo not given)
19: Oc1c(C=Nc2ccccc2)sc(=S)n1Cc1ccccc1
20: COc1ccc(C(=O)NCC(=O)Nc2ccc(F)cc2)cc1OC
21: Cc1n[nH]c(C)c1C(=O)CC1(O)C(=O)N(Cc2ccccc2)c2ccc(Br)cc21 (stereo not given)
22: CC1(C)CC(=O)c2cc(C(=O)NCc3ccco3)c(=O)n(-c3ccccc3)c2C1
23: COc1ccccc1CN1CCNC(=O)C1CC(=O)NCc1cn(C)nc1C (stereo not given)
24: CCCNC(=O)C1=C(C)C(=O)OC12CCC(C)CC2 (stereo not given)
25: CC1CCc2nc(/C(C#N)=C/c3cccnc3)sc2C1 (stereo not given)
26: COc1ccccc1C(=O)C(O)c1ccccc1OC (stereo not given)
assay / entry,17,18,19,20,21,22,23,24,25,26
Ba/F3 V617F tox,3.0,0.3,-3.3,-2.3,1.4,1.4,0.3,0.3,7.0,3.5
TRPML3 ag,0.6,0.8,1.4,-0.2,0.4,0.3,0.7,-0.1,-1.0,0.4
S1P4 ag,-0.7,0.5,1.6,-3.0,1.6,0.5,0.3,-0.2,0.9,1.2
S1P4 antag,-11.5,-23.5,5.8,-15.2,0.8,-9.4,14.8,1.6,9.1,-6.1
PERK inh,0.5,1.6,0.8,-0.3,0.4,-0.6,0.5,0.7,-0.1,0.2
Calpain2 inh,-31.9,-0.1,-24.9,-46.5,33.3,-12.1,-38.3,0.6,-16.4,10.4
EP2 mod,14.8,15.7,-19.3,5.4,-8.0,0.7,22.4,11.6,-53.3,6.9
BaF3 tox,6.1,3.8,0.7,6.3,10.7,6.3,4.2,6.8,13.9,1.7
TRPN1 ag,-0.4,-0.4,1.3,-0.3,1.4,0.1,1.4,1.2,0.2,0.6
